# Screens as filed in PubChem.
# QS inhibitor: S. aureus quorum sensing inhibitors, primary screen, RNAIII-GFP reporter, flow cytometry; S. aureus RN6390 RNAIII-GFP reporter, AIP-induced, flow cytometry 3 h; inhibition, % at 2 µM; 24,000 tested, 0.3% active;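 active means share of bacteria positive for the green fluorescent reporter and its mean brightness both inhibited by 50% or more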;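 further: 0% = AIP-stimulated control and 100% = unstimulated bacteria without AIP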
# QS inhibitor GFP MFI %: second read-out of QS inhibitor, no call of its own (marks repeat the call); inhibition, %; measured here: inhibition of GFP MFI
# * = called active by the depositor. An excerpt; the hit share may differ from the screen's.
smiles	QS inhibitor GFP MFI %	QS inhibitor
COc1ccc2c(c1)n([O-])c1c([n+]2=O)CCC1	-3	-1
CCOC(=O)C(C)Sc1nc2c(cnn2-c2ccc(C)cc2)c(=O)[nH]1 (stereo not given)	23	8
Cc1cc2c(c(SCC(=O)N(C)c3ccccc3)n1)C(=O)OC2	-15	-1
COc1ccc(N(CC(=O)Nc2cc(C)ccc2OC)S(=O)(=O)c2c(C)noc2C)cc1	-2	0
Cn1c(N)c(C(=O)NCc2ccccc2)sc1=S	-11	-1
O=C(Cn1nc(Cc2cccnc2)c2ccccc2c1=O)NCC1COc2ccccc2O1 (stereo not given)	12	6
Cn1c(C(=O)N2CCCC(C(=O)NCc3cccs3)C2)cc2sccc21 (stereo not given)	-17	-6
CC1(O)c2ccccc2C(=O)N1CCc1ccccc1F (stereo not given)	44	19
CCCOC(=O)c1cc2ccccc2oc1=O	8	3
Cc1ccccc1-n1nnc2c(=O)oc3ccccc3c21	10	3
C/C(N)=C(/C#N)C(=O)CSc1nnc(Nc2cccc(C)c2)s1	2	0
O=C(NCCN1C(=O)C2C3C=CC(C3)C2C1=O)Nc1cccnc1 (stereo not given)	-24	-7
O=C(COc1ccc(S(=O)(=O)N2CCCC2)cc1Cl)NC1CC1	1	0
Cc1cc(=O)n2nc(N3CCC(C(=O)NC4CCCc5ccccc54)CC3)sc2n1 (stereo not given)	6	0
CCc1ccc(-n2c(O)cnc2Nc2nc(C)cc(C)n2)cc1	-8	-4
Cc1ccc(CCNC(=O)C2CCN(S(=O)(=O)c3cccc4nsnc34)CC2)cc1	-9	-1
CN1C(=O)CSc2ccc(NC(=O)Nc3ccccn3)cc21	4	-1
COc1ccc(-n2cnnc2SCCC#N)cc1	-8	-1
CCOC(=O)CCC(=O)O[C@H]1[C@H](O[C@@H]2[C@@H](C)[C@H](O[C@H]3C[C@@](C)(OC)[C@@H](O)[C@H](C)O3)[C@@H](C)C(=O)O[C@H](CC)[C@@](C)(O)[C@H](O)[C@@H](C)C(=O)[C@H](C)C[C@@]2(C)O)O[C@H](C)C[C@@H]1N(C)C	60*	52*
O=C(CCn1cccc1)Nc1nccs1	-4	-4
O=C(CN1CCN(S(=O)(=O)c2ccc(F)cc2)CC1)Nc1ccc(Cl)c(C(F)(F)F)c1	1	-1
O=C(NCCCn1ccnc1)C(=O)NCC(c1cccnc1)N1CCN(c2ccccc2)CC1 (stereo not given)	5	-3
O=C(Cn1nc(-c2ccc(Cl)cc2)ccc1=O)N1CCN(c2ccccc2)CC1	14	10
CSc1ccc(C2NC(=O)c3c(sc4c3CCN(C)C4)N2)cc1 (stereo not given)	-23	-7
CCc1ccc(C2CC(c3ccccc3Cl)Nc3nc(N)nn32)cc1 (stereo not given)	0	-1

# Entries listed so far that have an aryl methoxy group:
smiles	QS inhibitor GFP MFI %	QS inhibitor
COc1ccc2c(c1)n([O-])c1c([n+]2=O)CCC1	-3	-1
COc1ccc(N(CC(=O)Nc2cc(C)ccc2OC)S(=O)(=O)c2c(C)noc2C)cc1	-2	0
COc1ccc(-n2cnnc2SCCC#N)cc1	-8	-1

# The listing picks up, repeating the six entries before the break.
smiles	QS inhibitor GFP MFI %	QS inhibitor
O=C(CCn1cccc1)Nc1nccs1	-4	-4
O=C(CN1CCN(S(=O)(=O)c2ccc(F)cc2)CC1)Nc1ccc(Cl)c(C(F)(F)F)c1	1	-1
O=C(NCCCn1ccnc1)C(=O)NCC(c1cccnc1)N1CCN(c2ccccc2)CC1 (stereo not given)	5	-3
O=C(Cn1nc(-c2ccc(Cl)cc2)ccc1=O)N1CCN(c2ccccc2)CC1	14	10
CSc1ccc(C2NC(=O)c3c(sc4c3CCN(C)C4)N2)cc1 (stereo not given)	-23	-7
CCc1ccc(C2CC(c3ccccc3Cl)Nc3nc(N)nn32)cc1 (stereo not given)	0	-1
Cc1sc2ncnc(SCC(=O)N3CCCC3)c2c1C	0	-1
COc1cc(C2C(C(=O)c3ccc(C)o3)=C(O)C(=O)N2c2cc(C)on2)cc(Br)c1O (stereo not given)	2	-1
O=C(CCn1c(=O)[nH]c2ccsc2c1=O)N1CCN(Cc2ccc3c(c2)OCO3)CC1	-2	-1
Cc1ccc(Cl)cc1N1CCN(C(=O)c2ccc(NS(=O)(=O)c3c(C)noc3C)cc2)CC1	21	8
CCc1ccc2[nH]c(=O)c(CN(CCCN3CCOCC3)C(=O)Nc3cccc(Cl)c3)cc2c1	70*	60*
O=C(c1ccc(CNS(=O)(=O)c2ccccc2)cc1)N1CCN(c2ccccn2)CC1	-18	-9
COc1ccccc1NC(=O)N1c2ccc(F)cc2CCC1C (stereo not given)	-2	0
O=C1C(Cl)=C(N2CCCCC2)C(=O)N1c1ccccc1Cl	3	2
Cc1cc(=O)n2nc(N3CCCC(C(=O)NCCCN4CCc5ccccc5C4)C3)sc2n1 (stereo not given)	15	2
O=C(c1ccco1)N1CCN(C(=O)C2CCN(S(=O)(=O)c3cccc4nsnc34)CC2)CC1	-8	-2
CCOC(=O)N1CCN(S(=O)(=O)c2ccc(C(=O)Nc3nc4c(s3)CC(C)CC4)cc2)CC1 (stereo not given)	26	22
COc1ccccc1OCCNC(=O)c1cccs1	2	0
CCOC(=O)N1CCC(NC(=O)c2ccc3c(c2)sc2nc(-c4ccc(OC)cc4)cn23)CC1	3	1
O=C(CCN1C(=O)c2ccccc2S1(=O)=O)N1CCN(c2ccccc2)CC1	26	2
C=CCOC(=O)CC(NC(=O)c1ccccc1)c1ccccc1 (stereo not given)	-6	-1
CCOC(=O)c1oc2ccccc2c1NC(=O)c1cc(OC)cc(OC)c1	19	10
Cc1ccc2nc(N3CCOCC3)c3nncn3c2c1	25	0
COCCN1C(=O)c2oc3ccccc3c(=O)c2C1c1ccc(O)c(OC)c1 (stereo not given)	-8	-2
Cc1ccc(CNc2cc(-c3nn4c(C)nnc4s3)ccc2C)s1	8	1
COc1cc(C2C3=C(Nc4ncnn42)c2ccccc2CC3)cc(OC)c1OC (stereo not given)	-9	-2
Cn1c(SCC(=O)Nc2ccc(F)cc2)nnc1-c1cccnc1	-21	0
CCOC(=O)N1CCC(NC(=O)c2ccc3c(=O)n4c(nc3c2)CCCC4)CC1	-6	-6
CCOC(=O)C1CCCN(c2c(NCC3CCCN3CC)c(=O)c2=O)C1 (stereo not given)	22	8
Cc1ccc(S(=O)(=O)N2CCN(C(=O)CSc3nnc(C)s3)C2)cc1	33	2
COc1ccc2[nH]c3ccccc3c2c1	-28	-6
CCOC(=O)CCN(Cc1cccs1)S(=O)(=O)c1ccc(F)cc1	14	-2
COc1ccc(C2C(C(C)=O)=C(C)N=c3s/c(=C/c4ccc5c(c4)OCO5)c(=O)n32)cc1 (stereo not given)	-1	0
Cc1cccc(N2C(=O)CC(N3CCN(C(=O)c4ccccc4)CC3)C2=O)c1 (stereo not given)	-12	-2
CNC(=O)NCCN1CCCC1=O	22	7
COc1cc(C)nc(OCCNC(=O)COc2ccc(Cl)cc2C)n1	-7	0
CCCNC(=O)c1cc(-c2ccco2)on1	-2	-3
O=C1CCc2nc3sc4c(c3c(=O)n2N1)CCCC4	-13	-4
CCN(CC)C(=O)C1CCCN(Cc2ccc(N(C)C)cc2)C1 (stereo not given)	-3	-1
CC(C)(C)OC(=O)N1CCC(C(N)=O)CC1	4	-4
O=C(NCCC1=CCCCC1)C1CCCN(S(=O)(=O)c2cccnc2)C1 (stereo not given)	-10	-6
CCOc1ccc(CN(CCO)CCO)cc1C(=O)OC	9	2
O=C(CSc1oc(-c2ccco2)nc1S(=O)(=O)c1ccccc1)NCC1CCCO1 (stereo not given)	-18	-2
CCC(C)[C@@H](C(=O)Nc1ccc(OC)c(OC)c1)N1Cc2ccccc2C1=O (stereo not given in full)	-15	-5
CCCN1Cc2cccc(C(=O)N3CCN(c4cc(Cl)ccc4C)CC3)c2C1=O	21	6
Cc1noc(C)c1S(=O)(=O)NCC(=O)O	-5	-3
COc1ccc2c(c1)C1(Nc3ccccc3-c3nc4ccccc4n31)C(=O)N2 (stereo not given)	8	2
O=C(CCNS(=O)(=O)c1cccs1)NCc1cccs1	11	0
Cc1oc(-c2cccc(Cl)c2)nc1CN1CCC(C(=O)NCCCN2CCCC2=O)CC1	-51	-3
CC(=O)N1CCc2cc(S(=O)(=O)NCCC(=O)N3CCN(c4ccccn4)CC3)ccc21	-26	-18
CCOC(=O)COc1ccc2c(c1)C(=O)CC1(CCN(C(C)=O)CC1)O2	1	-1
O=C1CC(c2ccccc2)Cc2nc(N3CCc4ccccc43)ncc21 (stereo not given)	52	17
CN1CCCc2cc(C#N)c(=O)[nH]c21	-10	-2
CCCOc1ccc(N2CC(C(=O)Nc3ccccc3OC)CC2=O)cc1 (stereo not given)	-2	0
COc1ccc(C2Nc3ccccc3C(=O)N2O)cc1OC (stereo not given)	13	0
CC(C)CN(CCNC(=O)CC1Oc2ccccc2NC1=O)CC(C)C (stereo not given)	-3	0

# Other records follow.
smiles	QS inhibitor GFP MFI %	QS inhibitor
Cc1ccccc1CN1CCN(CC(=O)NCc2ccccc2)C1=O	-3	0
O=C(NCC1CCCO1)C(=O)NCC(c1ccco1)N1CCN(c2ccccc2)CC1 (stereo not given)	9	0
Cc1ccccc1N1CC(c2nc3ccccc3[nH]2)CC1=O (stereo not given)	0	1
Cc1ccc(NC(=O)NCCN2C(=O)C3C4C=CC(C4)C3C2=O)cc1 (stereo not given)	2	0
O=C(Nc1cccc(F)c1)c1cccnc1N1CCOCC1	-11	-3
CCCS(=O)(=O)N1CCCC(C(=O)NCC2CCCO2)C1 (stereo not given)	7	1
Cc1ccc(C2(C(F)(F)F)NC(=O)N3CCN=C3S2)cc1 (stereo not given)	-8	-4
O=C1c2ccccc2C(Nc2ccc(F)c(Cl)c2)N1c1ccccn1 (stereo not given)	-2	-2
COCCn1c(-c2ccc(OC)c(OC)c2)nc2ccccc21	22	0
CC(=O)Nc1nonc1NC(=O)CSC1=NCCS1	-1	-3
CCOc1ccc(NC(=O)CCn2cccc2)cc1	-14	-4
O=c1c2cc(N3CCOCC3)ccc2[nH]c(=S)n1Cc1ccccn1	-12	-2
Cn1c2ccccc2c2c(C(=O)NCc3ccco3)cn(C3CCCCC3)c(=O)c21	2	0
COC(=O)C1C2C=CC3(CN(CC4CCCO4)C(=O)C13)O2 (stereo not given)	6	0
O=C(CC1Oc2ccccc2NC1=O)NCc1ccc(Cl)cc1 (stereo not given)	-13	0
O=C(O)c1cccnc1SCc1ccccc1	-19	-7
Cn1c(=O)n(Cc2ccc(F)cc2)c(=O)c2c1nc1n2CCCN1Cc1ccccc1	64	48
COc1ccccc1N(CC(=O)NC1CCCC1)C(=O)CCC(=O)Nc1cc(C)on1	1	0
COc1ccc(-c2csc(N3CCN(C(=O)c4ccco4)CC3)n2)cc1	5	1
O=C(NCCCN1CCCCC1)C1(S(=O)(=O)c2ccc(Cl)cc2)CC1	20	2
COCCNC(=O)C1CC(=O)N(C2CCCCC2)C1 (stereo not given)	-5	0
O=c1cc(NCc2ccc3c(c2)OCO3)[nH]c(=O)n1-c1ccc(Cl)cc1	8	3
CCOc1ccccc1CNC(=O)C1CCC(=O)N1C(C)C (stereo not given)	-1	1
COc1ccc(NC(=O)CN(C)S(=O)(=O)c2cccs2)cc1	-31	-2
CCOC(=O)N1CCC(Nc2c(N3CCN(c4cc(Cl)ccc4C)CC3)c(=O)c2=O)CC1	21	19

# One compound at a time, from the list above.
# O=C(NCC1CCCO1)C(=O)NCC(c1ccco1)N1CCN(c2ccccc2)CC1 (stereo not given) is listed with QS inhibitor GFP MFI %: 9; QS inhibitor: 0
# O=C(NCCCN1CCCCC1)C1(S(=O)(=O)c2ccc(Cl)cc2)CC1 is listed with QS inhibitor GFP MFI %: 20; QS inhibitor: 2

# Other entries
smiles	QS inhibitor GFP MFI %	QS inhibitor
CCc1cccc(NC2c3ccccc3C(=O)N2c2cccnc2)c1 (stereo not given)	-18	-2
Cc1ccccc1C(=O)c1cccn1CC(=O)NCCN1CCN(c2cccc(C)c2C)CC1	4	0
O=C(CCC1COc2ccccc2O1)NCC1COc2ccccc2O1 (stereo not given)	14	1
CCOC(=O)N1CCN(C(=O)CSc2nnc(-c3ccc(C(C)(C)C)cc3)o2)CC1	6	0
COc1ccc(-c2noc(CCC(=O)N3CCN(c4cc(C)ccc4C)CC3)n2)cc1	-14	-2
O=C(CN1C(=O)C2C3C=CC(C3)C2C1=O)NCCc1ccccc1 (stereo not given)	-1	-2
CC1CCN(S(=O)(=O)c2ccc3[nH]cc(C(=O)NCCN4CCOCC4)c(=O)c3c2)CC1	-25	0
CCC(C(=O)N1CCN(c2ccccn2)CC1)n1nc(C)n2c(cc3occc32)c1=O (stereo not given)	-19	-2
O=C(O)CCc1ccc(-c2ccc(Br)cc2)n1CC(=O)O	-4	0
COc1ccc(S(=O)(=O)Nc2ccc(Cl)cn2)c(C)c1C	14	5
Cc1ccc(C)c(N2CCN(C(=O)c3ccc(NS(=O)(=O)c4c(C)noc4C)cc3)CC2)c1	4	1
CCOc1cc(S(=O)(=O)NCc2ccc3c(c2)OCO3)ccc1F	9	-1
CCCOC(=O)c1ccc(-c2c(C)noc2-c2ccc(OC)cc2O)o1	30	24
COc1ccccc1NC(=O)C1=C(C)Nc2nnnn2C1c1cccc(Br)c1 (stereo not given)	22	6
COc1cccc(-n2nc(C(=O)Nc3ccc4c(c3)OCO4)c3ccccc3c2=O)c1	7	1
CCOc1ccc2nc(NC(=O)C3CCCN(S(=O)(=O)c4c(C)noc4C)C3)sc2c1 (stereo not given)	6	2
COc1ccc(CCN2C(=O)CCC2(C)C(=O)NCc2cccnc2)cc1OC (stereo not given)	7	3
